NS5 inhibitors: Dengue-2 NS5 methyltransferase inhibitors, primary screen, biochemical, confirmation dose response (AID 588689). Genome polyprotein (Dengue virus type 2 (strain 16681-PDK53)). Dengue-2 NS5 methyltransferase capping enzyme assay, biochemical; higher % means a stronger effect. one-dose inhibition, % at 25 µM; IC50 in µM for titrated hits. actives 0.3% (n = 340,000); in the data active = a potency from the dose series
RSV CPE inhibition: RSV antiviral activity via CPE protection, HEp-2 cells, primary 10 µM value included (AID 2391) | HEp-2 cells, RSV-induced CPE inhibition; higher % means a stronger effect | actives 0.13% (n = 310,000) | CPE inhibition, % at 10 µM; hits with a dose series show IC50 in µM; in the data active = a potency from the dose series; note: strong numbers were not always called active
UTI89 phage lysis: inhibition of K1F phage lysis, E. coli UTI89, bacterial capsule biogenesis inhibitors, alamar blue (AID 488966); E. coli UTI89 K1F phage lysis, alamar blue, 2 h; higher % means a stronger effect; actives 0.02% (n = 340,000); inhibition, % at 100 µM, or IC50 in µM where a hit was titrated;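 active = phage lysis inhibition, versus mean bacterial control, above a set limit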;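 note: capsule biogenesis inhibitors block K1F phage lysis so surviving cells raise fluorescence; higher fluorescence means more inhibition of phage lysis; actives were called in the ten point dose series up to 300 µM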
Numbers without * were called inactive; [ ] = remark or other dose.

| compound | NS5 inhibitors | RSV CPE inhibition | UTI89 phage lysis |
| --- | --- | --- | --- |
| CN(Cc1ccc(Cl)c(Cl)c1)C(=O)c1cccc(S(=O)(=O)N2CCN(Cc3ccccc3)CC2)c1 | -6% | 3.5% | 0.4%[50 µM] |
| COc1cccc(NC(=O)CN(C)C(=O)CCCNC(=O)c2ccc(Cl)cc2)c1 | -2% | -0.1% | 0.4%[50 µM] |
| CC(=O)N1CCN(c2ccc(NCc3ccco3)cc2)CC1 | 3% | 1.3% | 1.6% |
| CCOc1ccc(C2=Nn3c(CC)nnc3SC2)cc1 | -3% | 2.2% | 0.4%[50 µM] |
| COc1ccc(C)cc1NC(=O)COC(=O)c1ccc2c(c1)OCCO2 | -7% | 1.5% | 0.3%[50 µM] |
| CNC(=O)CC(CC(=O)c1ccccc1)c1ccccc1 (centres undefined) | 2% | 1.1% | 0.4% |
| CC(=O)c1ccc(S(=O)(=O)N(C)CCCC(=O)N2CCN(c3ncccn3)CC2)cc1 | -1% | 1.0% | 1.1%[50 µM] |
| Cn1ccc2ccc(C3=CC(=O)C[C@H](c4ccc(F)cc4)C3)cc21 | -12% | 3.8% | 1.4% |
| C=CCn1c(SCC(=O)c2ccc(O)c(O)c2)nnc1-c1ccc(OC)cc1 | -2% | 0.8% | 2.3% |
| CN(C)CC(NC(=O)c1cccc(S(=O)(=O)Nc2ccc3c(c2)OCO3)c1)c1ccccc1 (centres undefined) | -1% | -0.6% | 0.9%[50 µM] |
| NC(=O)c1ccc(NC(=O)COC(=O)c2ccc(Br)o2)cc1 | 4% | 0.4% | 1.2%[50 µM] |
| Cc1c(NC(=O)COC(=O)c2ccc(O)cc2)c(=O)n(-c2ccccc2)n1C | 1% | 1.2% | 0.4%[50 µM] |
| CN(CC(=O)Nc1ccccc1Br)C(=O)CNC(=O)C1CCCCC1 | 2% | -0.2% | 0.8%[50 µM] |
| COc1ccccc1NC(=O)C(C)Sc1nnc2ccccn12 (centres undefined) | -4% | 2.8% | 0.3%[50 µM] |
| COc1ccc(NC(=O)c2ccc(Cl)c(S(=O)(=O)N3CC(C)OC(C)C3)c2)cn1 (centres undefined) | -2% | 5.0% | 0.4%[50 µM] |
| CN1CCC(N(C)C(=O)c2ccc(Cl)c(S(=O)(=O)N3CCCCC3)c2)CC1 | -10% | -0.3% | 0.8%[50 µM] |
| Cc1cccc(C)c1NC(=O)CN(C)C(=O)C1CCCCC1 | 2% | 1.3% | 0.6%[50 µM] |
| O=C(NCCCN1CCCC1=O)C1CCN(S(=O)(=O)c2ccccc2)CC1 | -6% | 0.5% | 0.6%[50 µM] |
| CCC1CCCCN1C(=O)COc1ccc(S(=O)(=O)N2CCOCC2)cc1Cl (centres undefined) | -8% | 0.4% | 0.4%[50 µM] |
| CC(Sc1ccccn1)C(=O)Nc1ccc2c(c1)OCCO2 (centres undefined) | -1% | 1.6% | 1.0%[50 µM] |
| Cc1ccc(NC(=O)CCN2C(=O)NC3(CCCC3)C2=O)cc1S(=O)(=O)N1CCOCC1 | -2% | 0.1% | 0.5%[50 µM] |
| CC(NC(=O)C1CCCN(C(=O)c2ccc(Cl)cc2)C1)c1cccc(C(F)(F)F)c1 (centres undefined) | 3% | 2.0% | -0.3%[50 µM] |
| O=C(NCCCN1CCCC1=O)C1CCN(S(=O)(=O)c2ccc(F)cc2)CC1 | 3% | 1.5% | 0.3%[50 µM] |
| O=C(COC(=O)/C=C/c1ccccc1Cl)NC1CCCC1 | -1% | 0.2% | 1.3%[50 µM] |
| Cc1c(Cl)cccc1NC(=O)CNC(=O)Cc1c[nH]c2ccccc12 | -9% | 1.2% | 0.5%[50 µM] |
| CCCCOc1ccc(C(=O)NCC(=O)NCCCn2nc(C)cc2C)cc1 | 3% | 0.2% | 1.2%[50 µM] |
| O=C(CN1C(=O)NC2(CCCCCC2)C1=O)c1cccs1 | -4% | 1.6% | 0.1%[50 µM] |
| COc1ccccc1-n1nnnc1SCC(=O)NCC1(N2CCOCC2)CCCCC1 | 0% | -0.5% | 0.5%[50 µM] |
| CC1(C)OC(=O)C=C[C@]2(C)[C@H]3CC[C@@]4(C)[C@H](c5ccoc5)OC(=O)[C@H]5O[C@]54[C@]3(C)C(=O)C[C@@H]12 | 1% | 2.2% | 1.2% |
| NC1(C#Cc2ccc3oc(=O)c(-n4cc(-c5ccsc5)nn4)cc3c2)CCCCC1 | 0% | 2.9% | 0.9% |
| CNS(=O)(=O)c1ccc(C(=O)NCC(=O)NCCc2ccc3c(c2)OCCO3)cc1 | 10% | 0.6% | 0.6%[50 µM] |
| Cc1ccc(S(=O)(=O)N2CCC(C(=O)NN3CCCCC3)CC2)cc1 | 9% | 1.7% | 0.8%[50 µM] |
| NC(=O)c1ccnc2c(O)cccc12 | -2% | -0.6% | -0.2% |
| COc1cc(-c2c(-c3ccsc3)sc3ccccc23)cc(OC)c1OC | 0% | 25% | 0.0% |
| COc1ccccc1-c1nnc(SCC(=O)c2c(N)n(C3CC3)c(=O)[nH]c2=O)n1C | -1% | 3.1% | 0.3%[50 µM] |
| O=S(=O)(c1ccc(N2CCN(Cc3ccccc3)CC2)nc1)N1CCCC1 | 3% | 0.8% | 1.3%[50 µM] |
| O=C(Nc1ccc(S(=O)(=O)N2CCCCC2)cc1)c1ccc(=O)[nH]c1 | -2% | 2.1% | 0.5%[50 µM] |
| Cc1cc(C)n2c(SC(C)C(=O)NC3(C#N)CCCCC3)nnc2n1 (centres undefined) | -4% | -0.9% | 0.5%[50 µM] |
| Cc1ccc(NS(=O)(=O)c2ccc(C)c(C(=O)NCC(c3ccccc3)N(C)C)c2)cc1 (centres undefined) | -10% | -0.5% | 0.7%[50 µM] |
| CC(=O)N1c2ccccc2C2CCCC[C@@H]21 (some centres undefined) | -4% | 0.5% | 1.3% |
| CCN(CC(=O)Nc1ccccc1OC)C(=O)C1CCCC1 | -9% | 0.9% | 0.7%[50 µM] |
| Cc1cc(C)c(C(=O)COC(=O)C2CCN(c3ccc(C(F)(F)F)cn3)CC2)c(C)c1 | -5% | -0.1% | -0.1%[50 µM] |
| Cc1cccc(OCCC(=O)NNC(=O)c2ccoc2C)c1 | -5% | -0.5% | 0.1%[50 µM] |
| Cc1ccc(NC(=O)CN2C(=O)NC(Cc3c[nH]c4ccccc34)C2=O)cc1 (centres undefined) | -4% | 2.4% | 2.0%[50 µM] |
| CN(CC(=O)Nc1ccc(F)cc1)C(=O)c1cn(-c2ccccc2)nc1-c1cccs1 | 0% | 2.6% | 0.0%[50 µM] |

Filtered by structure, the compounds so far containing fluorine (5)
| compound | NS5 inhibitors | RSV CPE inhibition | UTI89 phage lysis |
| --- | --- | --- | --- |
| Cn1ccc2ccc(C3=CC(=O)C[C@H](c4ccc(F)cc4)C3)cc21 | -12% | 3.8% | 1.4% |
| CC(NC(=O)C1CCCN(C(=O)c2ccc(Cl)cc2)C1)c1cccc(C(F)(F)F)c1 (centres undefined) | 3% | 2.0% | -0.3%[50 µM] |
| O=C(NCCCN1CCCC1=O)C1CCN(S(=O)(=O)c2ccc(F)cc2)CC1 | 3% | 1.5% | 0.3%[50 µM] |
| Cc1cc(C)c(C(=O)COC(=O)C2CCN(c3ccc(C(F)(F)F)cn3)CC2)c(C)c1 | -5% | -0.1% | -0.1%[50 µM] |
| CN(CC(=O)Nc1ccc(F)cc1)C(=O)c1cn(-c2ccccc2)nc1-c1cccs1 | 0% | 2.6% | 0.0%[50 µM] |

Next part
| compound | NS5 inhibitors | RSV CPE inhibition | UTI89 phage lysis |
| --- | --- | --- | --- |
| O=S(=O)(Nc1ccc(S(=O)(=O)N2CCCC2)cc1)c1ccccc1Br | -7% | 0.2% | 0.6%[50 µM] |
| O=C(Cc1cccs1)N1CCN(S(=O)(=O)c2ccc(Cl)c(C(F)(F)F)c2)CC1 | -4% | 1.0% | 0.5%[50 µM] |
| O=C(CNC(=O)C12CC3CC(CC(C3)C1)C2)Nc1ncccc1O | -3% | 0.6% | 1.0%[50 µM] |
| CCN(Cc1cccs1)C(=O)CN1C(=O)NC2(CCCc3ccccc32)C1=O (centres undefined) | -2% | 0.9% | 0.0%[50 µM] |
| CCOc1ccc(CC(=O)NC2CC(C)(C)N(C)C(C)(C)C2)cc1OCC | -10% | 0.6% | 0.4%[50 µM] |
| COc1ccccc1C(=O)NC(=O)CSc1nc2nc(C)cc(C)n2n1 | -5% | 3.1% | 0.5%[50 µM] |
| COc1cccc(/C=C/C(=O)OCC(=O)N2CCN(c3ccccc3)CC2)c1 | 2% | 0.6% | 0.3%[50 µM] |
| O=S(=O)(c1ccc2c(c1)CCCN2)N1CCCC1 | -3% | 1.9% | 0.7%[50 µM] |
| CC(NC(=O)CN1C(=O)NC2(CCc3ccccc32)C1=O)c1ccc2c(c1)OCCO2 (centres undefined) | 7% | 0.0% | 0.8%[50 µM] |
| CC1CCCCC1NC(=O)COC(=O)c1cccn1C (centres undefined) | -5% | 1.0% | 0.7%[50 µM] |
| Nc1ccc(C(=O)N2CCN(S(=O)(=O)c3ccc4c(c3)OCCCO4)CC2)cc1[N+](=O)[O-] | -2% | -0.3% | 0.4%[50 µM] |
| Cc1cccc(C)c1NC(=O)CN(C)C(=O)CCc1nc2sc3c(c2c(=O)[nH]1)CCCC3 | -8% | 1.6% | 0.9%[50 µM] |
| CC(=O)c1ccc(N2CCN(CC(=O)NC(=O)NCc3ccccc3)CC2)cc1 | -7% | 0.8% | 1.1%[50 µM] |
| CC(=O)c1ccc(S(=O)(=O)NCCC(=O)N2CCN(c3ccccn3)CC2)cc1 | -10% | 0.0% | 0.8%[50 µM] |
| CC(OC(=O)c1n[nH]c2ccccc12)C(=O)Nc1ccccc1[N+](=O)[O-] (centres undefined) | -12% | 1.9% | 0.5%[50 µM] |
| O=C(COc1ccc2c(-c3ccccc3)cc(=O)oc2c1)NC1CCS(=O)(=O)C1 (centres undefined) | -3% | 0.3% | -1.0% |
| O=C(NN1CCOCC1)c1ccco1 | -4% | 0.2% | -0.5% |
| CC(OC(=O)c1cccc([N+](=O)[O-])c1)C(=O)N1CCc2ccccc21 (centres undefined) | 0% | 2.0% | 0.4%[50 µM] |
| CN1C(=O)N(CC(=O)Nc2sccc2C(N)=O)C(=O)C12CCCCC2 | -7% | -0.2% | 0.0%[50 µM] |
| CCc1cccc2c(C(=O)CN3C(=O)NC4(CCCCCC4)C3=O)c[nH]c12 | -1% | 8.4% | 0.1%[50 µM] |
| CN(C)C(CNC(=O)CSc1nc2sc3c(c2c(=O)n1C)CCCC3)c1ccccc1 (centres undefined) | -5% | -0.9% | -0.1%[50 µM] |
| CN(c1ccccc1)S(=O)(=O)c1cccc(C(=O)NC2CCCCC2)c1 | -7% | -0.8% | -0.3%[50 µM] |
| COc1cc(OC)cc(-c2oc(=O)c3cc(OC)c(OC)cc3c2/C=C/c2ccc(F)cc2)c1 | 2% | 3.9% | 0.0% |
| Cc1ccc(N2CC(C(=O)Nc3cccc(C(=O)NC4CC4)c3)CC2=O)cc1 (centres undefined) | 2% | 0.8% | 1.4%[50 µM] |
| CC(=O)NC(c1cc(Cl)c2cccnc2c1O)C(C)C (centres undefined) | 2% | -2.2% | -0.2% |
| Cc1coc2c(C)c3oc(=O)cc(-c4ccccc4)c3cc12 | -1% | 0.5% | 3.7% |
| Cc1ccc(NC(=O)c2nc[nH]c2C(=O)N2CCc3ccccc3C2)cc1 | -3% | 0.4% | 3.1% |
| N#Cc1ccc(S(=O)(=O)N2CCN(CC(=O)Nc3ccccc3C(=O)NC3CC3)CC2)cc1 | 5% | 1.9% | 0.7%[50 µM] |
| CCC(NS(=O)(=O)c1cccs1)c1ccc(C)cc1 (centres undefined) | -14% | 3.4% | 0.4%[50 µM] |
| CCOc1ccccc1C(=O)NCC(=O)NCC(C)(C)N1CCOCC1 | -5% | 1.3% | 0.5%[50 µM] |
| Cc1ccc(NC(=O)c2cccc(C(F)(F)F)c2)cc1NC(=O)c1[nH]cnc1C(N)=O | -6% | 3.6% | 0.5% |
| COc1cccc(NC(=O)CN(C)C(=O)c2csc3c2CCCC3)c1 | 0% | 0.9% | 0.8%[50 µM] |
| COc1ccc(S(=O)(=O)N2CCN(C(=O)c3cc(C)on3)CC2)cc1 | -8% | 0.2% | -0.2%[50 µM] |
| NC(=O)c1ccc(-c2noc(-c3cccc(Cl)c3)n2)cc1 | -5% | 2.3% | 1.6% |
| CCN(c1ccccc1)S(=O)(=O)c1ccc(NN)nc1 | -14% | 1.0% | -0.8%[50 µM] |
| CCc1ccc(Nc2nnc(SCC(=O)c3c(N)n(C4CC4)c(=O)[nH]c3=O)s2)cc1 | -3% | 0.2% | 0.8%[50 µM] |
| Cc1ccccc1CCNC(=O)c1ccc(Cl)c(S(=O)(=O)N2CC(C)OC(C)C2)c1 (centres undefined) | -7% | 0.8% | 0.1%[50 µM] |
| COc1ccccc1[C@@]1(C)ON(c2ccccc2C(F)(F)F)C1=O | -1% | -1.7% | 0.7% |
| Cc1ccc(S(=O)(=O)N2CCCN(C(=O)c3ccc(-n4cccn4)cc3)CC2)cc1 | 1% | 1.1% | 0.2%[50 µM] |
| COc1ccc(N2CCN(C(=O)c3cccc(S(=O)(=O)N4CCOCC4)c3)CC2)cc1 | -1% | 2.8% | 1.0%[50 µM] |
| Cc1ccc(OCCNC(=O)C2CC(=O)N(Cc3ccccc3)C2)cc1 (centres undefined) | -11% | 0.8% | 0.3%[50 µM] |

This is a subset; rates above refer to the full screens.
